IDE cell activ: activators of human insulin-degrading enzyme in cells | HEK cells, FAbeta-B cleavage, fluorescence polarization; 0% vehicle, 100% cell-free pure enzyme wells | activation, % at 5.96 µM | 340,000 compounds, 0.073% hits | AID 493087;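 active means activation above the mean of all tested compounds plus 3 SD, set per screening campaign, cut at about 17% in these data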
pCIP destab: lowers stability of the mouse p/CIP coactivator protein; Q05BA5; F442A p/CIP-EGFP cells, EGFP fluorescence, 16 h; decrease of EGFP signal, % at 10 µM; 290,000 compounds, 0.01% hits; AID 1984;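 active means EGFP signal decrease of at least 30% at 10 µM or well 3 SD below plate mean, unless failing retest; inactive means the rest, including hits failing retest or dose response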; further: some compounds called inactive have numbers as strong as hits; many of its hits are not listed in these tables
Target sequence (Q05BA5 1-1403): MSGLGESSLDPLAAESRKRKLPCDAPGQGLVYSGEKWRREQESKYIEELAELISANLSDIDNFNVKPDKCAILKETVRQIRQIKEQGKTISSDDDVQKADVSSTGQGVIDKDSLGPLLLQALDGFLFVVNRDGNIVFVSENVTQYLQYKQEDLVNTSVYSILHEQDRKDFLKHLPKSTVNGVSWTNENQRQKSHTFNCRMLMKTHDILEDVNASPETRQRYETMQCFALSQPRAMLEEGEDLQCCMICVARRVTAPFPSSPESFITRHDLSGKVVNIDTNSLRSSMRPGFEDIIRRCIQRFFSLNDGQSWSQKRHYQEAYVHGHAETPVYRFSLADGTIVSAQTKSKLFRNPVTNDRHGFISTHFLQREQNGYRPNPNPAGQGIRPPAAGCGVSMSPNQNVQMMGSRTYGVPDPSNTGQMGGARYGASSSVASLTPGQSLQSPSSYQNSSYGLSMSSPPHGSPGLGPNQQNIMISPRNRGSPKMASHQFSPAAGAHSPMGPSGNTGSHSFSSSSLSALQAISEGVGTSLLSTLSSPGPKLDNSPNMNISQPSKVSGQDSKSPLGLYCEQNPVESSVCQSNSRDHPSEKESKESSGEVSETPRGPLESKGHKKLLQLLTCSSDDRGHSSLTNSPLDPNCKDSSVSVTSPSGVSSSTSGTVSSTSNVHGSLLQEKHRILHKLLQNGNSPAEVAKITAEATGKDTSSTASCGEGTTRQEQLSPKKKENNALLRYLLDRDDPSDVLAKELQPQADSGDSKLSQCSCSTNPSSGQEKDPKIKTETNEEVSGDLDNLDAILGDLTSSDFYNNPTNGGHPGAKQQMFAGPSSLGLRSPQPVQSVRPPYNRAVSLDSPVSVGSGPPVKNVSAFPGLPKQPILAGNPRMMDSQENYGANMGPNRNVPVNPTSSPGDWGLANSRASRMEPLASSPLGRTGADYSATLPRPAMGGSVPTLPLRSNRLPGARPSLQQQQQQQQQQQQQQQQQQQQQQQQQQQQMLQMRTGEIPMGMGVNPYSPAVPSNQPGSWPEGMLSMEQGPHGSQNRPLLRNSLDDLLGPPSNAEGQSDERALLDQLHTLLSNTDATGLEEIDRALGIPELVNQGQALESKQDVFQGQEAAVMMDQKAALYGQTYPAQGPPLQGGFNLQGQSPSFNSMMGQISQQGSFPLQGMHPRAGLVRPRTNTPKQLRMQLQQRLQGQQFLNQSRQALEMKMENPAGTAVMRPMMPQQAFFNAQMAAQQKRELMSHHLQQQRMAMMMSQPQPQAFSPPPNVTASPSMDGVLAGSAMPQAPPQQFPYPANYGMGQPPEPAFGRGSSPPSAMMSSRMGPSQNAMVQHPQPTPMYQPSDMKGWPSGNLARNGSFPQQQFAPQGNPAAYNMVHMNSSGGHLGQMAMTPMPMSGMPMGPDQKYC
MEKK3 PB1 HTS: raises or lowers MEK5 binding to the human MEKK3 PB1 domain; bead-based flow cytometry, Alexa488-MEK5 binding to MEKK3; actives lie on both sides; 0 = blocked by unlabeled MEK5, 100 = vehicle; AID 1529; 290,000 compounds, 1.4% hits; binding response (% of control), % at 10 µM;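 active means binding response more than 3 SD above or below the average of its plate-row segment, actives on both sides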;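 further: Alexa488 bead fluorescence after subtracting the streptavidin-only scavenger bead signal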
M4 PAM: CHRM4 positive allosteric modulation | P08173 | CHO-K1 hM4/Gqi5, Fluo-8 calcium fluorescence, ACh EC20; 0% = ACh EC20, 100% = maximal ACh | activation, % at 3 µM | AID 624126 | 360,000 compounds, 0.4% hits;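 active means activation above its plate's cutoff, the mean activation of sample wells plus 3 SD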; further: some results filed as inactive read as strong as hits
GalR3 antagonist: antagonists of human GalR3; HEK293 GalR3-CNG cAMP membrane potential fluorescence; galR3 body fused to GalR1 C-terminus; inhibition, % at 3 µM; 360,000 compounds, 0.44% hits; AID 651719;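 active means inhibition above the screen-wide average plus 3 SD, cut at about 13% in these data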;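 further: forskolin and galanin both at EC90 stimulate the cells; cAMP rise reported by CNG channel membrane potential dye signal; 0% = forskolin plus galanin with DMSO and 100% = forskolin alone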
PHOSPHO1 block: blocks human PHOSPHO1 phosphatase activity | Q8TCT1 | recombinant PHOSPHO1, absorbance phosphatase assay | inhibition, % at 13.3 µM | 290,000 compounds, 1.1% hits | AID 1565; in the data active means inhibition above about 60%
IDE cell inh: inhibitors of human insulin-degrading enzyme in cells | P14735 | HEK cells, FAbetaB cleavage, fluorescence polarization | inhibition, % at 5.59 µM | 320,000 compounds, 0.41% hits | AID 434962;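 active means percent inhibition above the average of all tested compounds plus 3 SD, set per screening campaign, cut at about 16% in these data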;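 further: IDE supplied by intact live HEK cells; FP after avidin binding of uncleaved biotin substrate so inhibition keeps polarization high; 0% = DMSO wells and 100% = 60 µM reference IDE inhibitor Ii1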
CRFR2-BP ag: agonists of human CRF-binding protein/CRF-R2 receptor complex; HEK293 CRF-R2/CRF-BP, calcium dye fluorescence (FLIPR); percent of saturating CRF peptide response; activation, % at 13.2 µM; 350,000 compounds, 0.46% hits;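 active means activation of at least 50%, plus an integration ratio under a set limit after plate pattern correction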;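 further: plate controls were neutral control wells without compound for no effect and CRF at EC100 for full effect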
CRFR2-BP antag: CRF-BP/CRF-R2 complex antagonism. HEK293 CRF-R2/CRF-BP, CRF-induced calcium fluorescence. inhibition, % at 11.8 µM. 350,000 compounds, 0.59% hits. AID 588475;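 active means inhibition of the ligand-induced calcium signal above about 50% at the single tested concentration, limit read from the data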
* = called active by the depositor; / = not tested or not shown; [ ] = dose if it differs, or a comment.

SMILES | IDE cell activ | pCIP destab | MEKK3 PB1 HTS | M4 PAM | GalR3 antagonist | PHOSPHO1 block | IDE cell inh | CRFR2-BP ag | CRFR2-BP antag
CS(=O)(=O)N1CCc2cc(C(=O)OCC(=O)c3ccccc3)ccc21 | 4 | 2 | 105 | -2 | -2 | 9 | -2 | 1.7 | -33
O=C(N/N=C/c1ccc([N+](=O)[O-])cc1)c1cccs1 | / | -12 | 96 | -7 | -2 | -6 | 3 | -0.9 | -5
CCCc1[nH]n(-c2ccc([N+](=O)[O-])cc2)c(=O)c1C=NCCCn1ccnc1 | 6 | 7 | 106 | 8 | -3 | 6 | 5 | 0.4 | 15
CC(/C=C1\SC(=S)N(NC(=O)c2ccncc2)C1=O)=C\c1ccccc1 | 4 | -8 | 99 | -20 | 0 | 20 | 0 | 0.1 | -13
Cc1c(C(=O)N2CCN(Cc3ccc4c(c3)OCO4)CC2)sc2ncnc(N3CCN(c4ccccc4)CC3)c12 | 7 | 3 | 91 | -10 | 3 | 10 | 1 | -2.4 | 2
Cc1cc(NC2CCCCC2)nc(NCc2ccccc2)n1 | 2 | 10 | 102 | -13 | -6 | -7 | 0 | 20 | -81
Cc1ccnc(SCCn2c(N3CCN(C)CC3)nc3c2c(=O)n(C)c(=O)n3C)n1 | -1 | -3 | 103 | -5 | 3 | 25 | 8 | 0.1 | 0
CCCN1C(=O)CC(Sc2ncccc2C(=O)O)C1=O (configuration not stated) | 10 | -4 | 109 | -2 | -1 | 37 | 2 | 2.0 | -17
O=S1(=O)CCC(NC(=S)Nc2ccccc2)C1 (configuration not stated) | / | -6 | 91 | 1 | -2 | 28 | 3 | 0.6 | -3
O=C1/C(=C/c2cccc(Br)c2)SC(=S)N1/N=C/c1cc([N+](=O)[O-])ccc1O | -2 | -7 | 98 | -10 | -6 | 37 | 0 | 11 | 6
Cc1ccc(S(=O)(=O)N2CCN(C3CC(=O)N(c4ccc(F)cc4)C3=O)CC2)cc1C (configuration not stated) | 6 | / | / | 2 | -3 | / | 3 | 0.8 | 4
COc1cccc(CN2CCNC(=O)C2CC(=O)NCCn2nc(C)cc2C)c1OC (configuration not stated) | 0 | 3 | 102 | -17 | -4 | -29 | -2 | 2.3 | -3
Cc1cccc(C(=O)Nc2nnc(C3=COCCO3)o2)c1 | 0 | -11 | 103 | 7 | 2 | 38 | -7 | 0.1 | 2
O=C(c1ccc2c(=O)n3c(nc2c1)CCCCC3)N1CCN(C(c2ccccc2)c2ccccc2)CC1 | -2 | -6 | 109 | -15 | -2 | 16 | 6 | 1.3 | 2
CCCNC1=CC(=O)CC(C)(C)C1 | 1 | -12 | 107 | 10 | -1 | -13 | -5 | -0.2 | 18
CCOc1ccc2oc(C(=O)N(CCOC)c3c(N)n(CC(C)C)c(=O)[nH]c3=O)c(C)c2c1 | 1 | / | / | 7 | -6 | / | -1 | -2.6 | 1
CCOC(=O)N1CCN(C(=O)c2ccc3nc4ccc(Cl)cc4c(=O)n3c2)CC1 | 1 | 5 | 84 | 7 | -1 | 14 | 1 | -3.8 | 14
CC(C)(C)c1ccc(C2/C(=C(\O)c3ccc4c(c3)OCCO4)C(=O)C(=O)N2CCCN2CCOCC2)cc1 (configuration not stated) | -8 | -7 | 100 | -5 | -1 | 17 | 0 | 0.4 | 7
CCOC(=O)c1cnc(SCC(=O)N2CCN(c3ccccc3)CC2)nc1N | 4 | -6 | 99 | 6 | -1 | -4 | 4 | -1.9 | 19
Cc1ccc(N2CCN(c3ccc(C)cc3)C2c2cccnc2)cc1 | 4 | -1 | 102 | 1 | -2 | 26 | -2 | 8.0 | -82
O=C(OCCN1CCCCC1)c1ccc(O)cc1 | -1 | -4 | 97 | -2 | -2 | -4 | 6 | -3.3 | 12
CC1(C)CC(=O)C2=C(C1)NC1=C(C(=O)c3ccccc31)C2c1ccc(O)cc1 (configuration not stated) | 4 | 4 | 99 | 3 | 34* | 11 | 2 | -2.3 | 10
CN1C=CC=C/C1=C1/N=C(c2ccccc2)OC1=O | 6 | -10 | 109 | 3 | -3 | 13 | 0 | -0.8 | 29
CCN(C(=O)CN1C(=O)NC(c2ccccc2)(c2ccccc2)C1=O)c1ccccc1 | 4 | -12 | 99 | 8 | -2 | 20 | 3 | -0.8 | 0
O=C(COC(=O)/C=C/c1ccc(Cl)cc1)Nc1cccc(S(=O)(=O)NC2=NCCCCC2)c1 | -6 | / | / | 5 | -4 | / | 0 | 3.5 | 5

Next section:
SMILES | IDE cell activ | pCIP destab | MEKK3 PB1 HTS | M4 PAM | GalR3 antagonist | PHOSPHO1 block | IDE cell inh | CRFR2-BP ag | CRFR2-BP antag
C=CCN(C(=O)c1csnn1)C(C(=O)NC1CCCC1)c1ccc(F)cc1 (configuration not stated) | 2 | -6 | 100 | -4 | -6 | 37 | -2 | -1.0 | 8
CCCCNC(=O)c1ccc2c(c1)ncn2C1CCCCC1 | 2 | 6 | 94 | 8 | 1 | -21 | 2 | -0.5 | 10
CC1(C)Cc2c(sc3c2c(=N)n(Cc2ccco2)c(=O)n3Cc2ccccc2)CO1 | -2 | 8 | 100 | -4 | -2 | -10 | 0 | -0.2 | 3
COc1cccc(NC(=S)/C(=C(\[O-])c2ccc(OC(F)F)cc2)[n+]2ccccc2)c1 | 7 | 6 | 99 | -2 | -1 | 48 | 9 | 0.4 | -4
CC[C@]12c3[nH]c4ccccc4c3CCN1C(=O)C(CC(=O)NCCCN(C)C)C[C@@H]2C(=O)N1CCN(C(=O)C2CC2)CC1 (some centres not stated) | 3 | / | / | 7 | 3 | / | 3 | -1.1 | -3
CCCCCCNCc1cccc(Br)c1 | 4 | -17 | 104 | 4 | -5 | 25 | -2 | 0.3 | -11
Cc1ccc2[nH]c(=O)c(CN(Cc3cccs3)C(=S)NCC3CCCO3)cc2c1 (configuration not stated) | 1 | 3 | 138* | 0 | -4 | 11 | 3 | 0.3 | -57
Cc1onc(-c2c(Cl)cccc2Cl)c1NC(=O)N1CCSCC1 | 11 | -2 | 100 | -2 | 4 | 4 | 7 | 0.2 | 1
Cc1ccc(NC(=O)CN(C)C(=O)Cc2coc3cc(C)c(C)cc23)cc1 | 0 | / | / | 11 | 6 | / | / | 1.7 | -4
Cc1cc(=O)oc2cc(NC(=O)c3c(Cl)cnn3C)ccc12 | -2 | 4 | 106 | 2 | -3 | 27 | 3 | 3.0 | -13
OCCCCNCc1ccc(OCc2ccccc2Cl)cc1 | -3 | -9 | 101 | -12 | -3 | 15 | 8 | 0.4 | -36
CN(NC(=O)c1ccccc1F)c1ccc([N+](=O)[O-])cn1 | 3 | -9 | 97 | -5 | -5 | 13 | 3 | -0.6 | 6
COC(=O)c1ccc2c(c1)NC(=O)CS2 | 1 | 1 | 97 | 0 | -2 | 7 | 1 | -1.0 | 1
CCOCCCn1c(-c2ccc(Cl)cc2)n[nH]c1=S | -2 | 5 | 92 | 1 | 3 | 99* | 2 | 1.2 | 0
COc1ccc(/C=N/n2cnc3c([nH]c4ccc(Br)cc43)c2=O)cc1CN1CCOCC1 | / | -5 | 103 | / | -4 | -10 | 6 | -1.3 | 5
CCOC(=O)c1sc(NC(C)=O)nc1C | 2 | -1 | 112 | 6 | -5 | -29 | -3 | -1.7 | 17
O=C(COC(=O)Cc1cccc(C(F)(F)F)c1)Nc1ccc2[nH]c(=O)[nH]c2c1 | 2 | / | / | 4 | 3 | / | -1 | 0.7 | -4
CCOC(=O)CS(=O)(=O)c1ccc(O)cc1 | 4 | -6 | 104 | 3 | -4 | 20 | 0 | -1.7 | 10
O=C1c2c([N+](=O)[O-])cc([N+](=O)[O-])cc2S(=O)N1Cc1ccccc1 (configuration not stated) | -13 | -3 | 101 | 2 | 3 | 14 | -2 | 1.1 | 6
Cc1ccc(S(=O)(=O)C(C#N)c2nc3ccccc3nc2N2CCN(C)CC2)cc1 (configuration not stated) | 3 | -19 | 89 | -3 | -5 | -17 | 5 | 2.5 | -9
COCCn1c(C)cc2c(c1=O)C(c1ccccc1F)C(C#N)=C(N)O2 (configuration not stated) | 2 | 1 | 103 | -1 | -4 | 52 | -8 | -2.5 | 12
CCn1cc(C(=O)O)c(=O)c2cc(F)c(N3CCN(C(=S)NC(=O)c4ccc(Br)cc4)CC3)cc21 | / | 7 | 59*[inhibitor] | 0 | -6 | -79 | 0 | -1.1 | -13
COc1ccc(CCNC(=O)c2cc(S(=O)(=O)N(C)C)ccc2N2CCCC2)cc1 | 3 | -5 | 102 | 3 | -10 | 2 | 4 | -0.6 | -8
CCOC(=O)N1CCC(NC(=O)c2csc3c2CCCC3)CC1 | -3 | -7 | 111 | 7 | / | -4 | 4 | -6.1 | -10
COc1ccc(CCNC(=O)C2CCC(C(C)(C)C)CC2)cc1OC (configuration not stated) | 6 | -8 | 103 | -2 | 4 | 9 | 10 | -0.9 | 15

Retrieved one by one from the list above:
SMILES | IDE cell activ | pCIP destab | MEKK3 PB1 HTS | M4 PAM | GalR3 antagonist | PHOSPHO1 block | IDE cell inh | CRFR2-BP ag | CRFR2-BP antag
CCOC(=O)c1sc(NC(C)=O)nc1C | 2 | -1 | 112 | 6 | -5 | -29 | -3 | -1.7 | 17
CCn1cc(C(=O)O)c(=O)c2cc(F)c(N3CCN(C(=S)NC(=O)c4ccc(Br)cc4)CC3)cc21 | / | 7 | 59*[inhibitor] | 0 | -6 | -79 | 0 | -1.1 | -13

Next part
SMILES | IDE cell activ | pCIP destab | MEKK3 PB1 HTS | M4 PAM | GalR3 antagonist | PHOSPHO1 block | IDE cell inh | CRFR2-BP ag | CRFR2-BP antag
CC1CCN(S(=O)(=O)c2ccc(C(=O)NCc3cccnc3)cc2)CC1 | 10 | -6 | / | -3 | 3 | 32 | 0 | 2.3 | -7
O=C(NCC1(N2CCCCC2)CCCCC1)c1cccc(S(=O)(=O)Nc2ccc(F)cc2)c1 | 0 | / | / | -4 | -1 | / | 5 | 1.6 | -4
CCCOc1ccc(C(F)(F)F)cc1NC(=O)CN1C(=O)C(=O)N(CC)C1=O | 4 | / | / | 12 | -1 | / | -4 | -0.1 | -16
Oc1ccc[n+](CC(O)c2ccccc2)c1 (configuration not stated) | 6 | / | / | 11 | -4 | / | 1 | 0.7 | 3
Cc1sc(NC(=O)CCl)c(C(=O)c2ccccc2)c1C | 6 | 3 | 103 | 2 | -5 | 41 | -4 | 1.0 | 6
CN1C(C(=O)NCCc2cccs2)CC2Cn3c(nc4cc5ccccc5cc43)C21 (configuration not stated) | -2 | -5 | 106 | 1 | -6 | 25 | 7 | -3.3 | -1
COc1cccc(CC(=O)Nc2ccccc2N2CCCC2)c1 | -2 | -8 | 102 | -2 | 0 | 18 | -3 | -1.1 | -9
COc1ccc(C(=O)NNS(=O)(=O)c2ccccc2)cc1OC | 4 | 8 | 93 | 2 | -7 | 25 | 1 | 0.3 | 1
Cc1cccc(C)c1NC(=O)CSc1nc(C2CC2)nc2ccccc12 | -2 | 10 | 103 | 4 | -2 | 44 | 0 | 1.3 | -6
O=C(NNS(=O)(=O)c1ccc(Br)cc1)c1ccncc1 | -2 | -3 | 109 | 3 | -5 | 27 | 4 | -0.7 | -6
CCc1nn(C)c(N)c1C | -3 | -14 | 105 | 1 | -4 | 26 | 5 | -2.0 | 2

An excerpt from above in order of the M4 PAM value, descending:
SMILES	M4 PAM
CCCOc1ccc(C(F)(F)F)cc1NC(=O)CN1C(=O)C(=O)N(CC)C1=O	12
O=C(NNS(=O)(=O)c1ccc(Br)cc1)c1ccncc1	3
COc1ccc(C(=O)NNS(=O)(=O)c2ccccc2)cc1OC	2
O=C(NCC1(N2CCCCC2)CCCCC1)c1cccc(S(=O)(=O)Nc2ccc(F)cc2)c1	-4

Source: PubChem
